Screens (PubChem BioAssay)
PP1 inh = PP1-alpha (human) inhibition in PP5 counter-screen | P62136 | purified PP1alpha, OMFP fluorescence | inhibition, % at 6.7 µM | 320,000 tested, 0.9% active;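 active = inhibition above the mean inhibition of all tested compounds plus 3 SD, computed separately for each screening campaign, cut at about 15% in these data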
GRK2 inh = blocks RNA aptamer binding to human GRK2; P25098; bead flow cytometry, FAM-aptamer displacement from GRK2; inhibition of aptamer binding, % at 10 µM; 330,000 tested, 0.59% active;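 active = inhibition of aptamer binding above 40%, roughly 3 SD of noise, on plates passing a quality check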;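 also: median bead fluorescence of bound FAM aptamer so fluorescent compounds give negative values; no value below 0 was filed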
HCV core dimer = blocks dimerization of HCV core protein | 300,000 tested, 0.33% active | AID 1899 | TR-FRET GST/Flag-core106 dimerization, 1536-well | inhibition, % at 5 µM;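 active = inhibition above the mean of all tested compounds plus 3 SD, set per screening campaign, cut at about 45% in these data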
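Assay system: GST-tagged and Flag-tagged HCV core protein residues 1-106 / Times: compound-protein-antibody incubation 4 h at 22.5 °C / Signal: time-resolved FRET, ex 340 nm, em 617 and 671 nm / Evaluation: % inhibition based on acceptor/donor emission ratio / Benchmarks: wells lacking GST-core106 and wells with excess unlabelled core106 / Repeats: singlicate, one well per compound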
Fh CTSL1 inh = counter-screen for PFM18AAP inhibitors: inhibitors of F. hepatica cathepsin L1; 300,000 tested, 0.49% active; AID 1906; inhibition, % at 5.96 µM; recombinant F. hepatica cathepsin L1, Z-Leu-Arg-MCA fluorescence;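 active = inhibition above the mean of all tested compounds plus 3 SD, set per screening campaign, cut at about 17% in these data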;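 also: 0% = plate median of test compound wells and 100% = 1 µM Z-Phe-Ala-diazomethylketone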
proCasp3 act = activators of human procaspase-3; recombinant procaspase-3 D3A, Ac-DEVD-pNA absorbance 405 nm; 330,000 tested, 0.11% active; activation, % at 8.5 µM;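 active = activation above the mean of all tested compounds plus 3 SD, cut at about 21% in these data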;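 also: 0% = DMSO alone and 100% = DMSO wells spiked with extra 5 µM PC-3 D3A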
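Test system: Procaspase-3 D3A mutant, all three cleavage aspartates alanine | Dosing: Single dose, 8.5 µM nominal compound, 0.8% DMSO | Schedule: 1 h preincubation, 2 h reaction | Technique: 405 nm absorbance of p-nitroaniline, reads at 0 and 120 min | Repeats: One well per compound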
proCasp7 act = counter-screen: procaspase-7 (human) activation | P55210 | recombinant procaspase-7, Ac-DEVD-pNA absorbance 405 nm; D23A/D198A/D206A triple mutant, cannot self-cleave; scale: DMSO 0, 5 µM enzyme 100 | activation, % at 8.5 µM | 330,000 tested, 0.093% active;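 active = percent activation above the screen-wide mean plus 3 SD, cut at about 25% in these data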
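Assay system: Uncleavable procaspase-7 mutant enzyme / Input: 2 µM procaspase-7 mutant as dispensed / Dosing: single nominal 8.5 µM compound dose, 0.8% DMSO final / Timing: 1 h enzyme–compound preincubation and 2 h substrate reaction, both 25 °C / Detection: p-Nitroaniline absorbance at 405 nm, read at 0 and 120 min / Replication: singlicate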
VLA-4 inh = inhibition in a human VLA-4 binding assay. P13612. VLA-4 expressing cells, ligand binding flow cytometry. inhibition, % (about 7 µM as worked out from the volumes in the protocol). 330,000 tested, 0.2% active. AID 2557; in the data active = inhibition above about 50%
PP5 inh = inhibitors of human protein phosphatase 5 (PP5); purified PP5c, OMFP substrate fluorescence; P53041; 320,000 tested, 0.18% active; inhibition, % at 6.7 µM;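 active = inhibition above the campaign's mean inhibition across all tested compounds plus 3 SD, cut at about 9.5% in these data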;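 also: 0% = DMSO only and 100% = 100 µM cantharidin control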
JMJD2C inh = human JMJD2C demethylase inhibition; Q9H3R0; inhibition, % at 2.35 µM; AID 2099; 330,000 tested, 0.069% active; GST-JMJD2C(1-420) H3K9me3 demethylation, DELFIA europium;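 active = more than half of a compound's replicate wells show inhibition beyond 50%, single wells judged on their own value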;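 also: signal counts dimethyl H3K9 product captured on neutravidin plate; 0% = median of DMSO wells and 100% = 0.3 times that DMSO median; strong numbers were not always called active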
* = called active by the depositor; . = no result given; & = joins results of further samples; ! = a repeat was not active.

SMILES	PP1 inh	GRK2 inh	HCV core dimer	Fh CTSL1 inh	proCasp3 act	proCasp7 act	VLA-4 inh	PP5 inh	JMJD2C inh
CCCn1c(CN2CCN(C(=O)OCC)CC2)nc2cc(NC(C)=O)ccc21	-1	0	-5	2	4	-5	9	0.8	-5
CN(C(=S)NC(=O)c1ccc(Br)o1)c1ccccc1	-2	15	6	2	-1	-6	6	-0.8	6
CCOC(=O)C1=C(O)C(=O)NC(c2ccccc2)=C(OC2CCCCC2)C1	24*	2	-1	5	-6	-3	0	1.1	-6
O=C(NC(=S)Nc1ccccc1N1CCCC1)c1ccco1	1	0	-3	21*	-16	-23	-8	-0.6	1
CCOC(=O)/C(=C/Nc1ccc(F)cc1)[N+](=O)[O-]	0	1	-4	1	-7	-14	-15	1.8	3
Cc1ccc(NC(=S)N2CCc3[nH]c4ccccc4c3C2)cc1	1	0	0	0	10	-1	8	2.7	-3
COc1ccccc1N1CCN(C(=O)c2c(-c3ccccc3)noc2C)CC1	0	0	0	-3	-1	6	4	-0.1	0
O=C(COc1ccc(S(=O)(=O)N2CCCCC2)cc1)NC1CCCCC1	-4	0	1	-2	3	1	6	-0.8	2
O=C(N=C1SC2CS(=O)(=O)CC2N1Cc1ccc(F)cc1)C1CC1 (configuration not stated)	-4	1	0	-10	4	-5	-7	-2.9	1
CC(C)OC(=O)c1cc2c(=O)[nH]c(C(Cl)(Cl)Cl)nc2o1	1	2	-2	2	-4	-8	-7	-0.4	-11
CC(C)CN1C(=O)c2ccc(C(=O)Nc3ccccn3)cc2C1=O	-1	5	-6	0	-6	-2	-5	-0.1	-5
CC(=O)c1c(OCC(=O)N(C)C2CCCCC2)ccc2c(C)cc(=O)oc12	.	2	.	.	3	-2	28	.	-11

One compound at a time, from the list above. Screens in order: PP1 inh, GRK2 inh, HCV core dimer, Fh CTSL1 inh, proCasp3 act, proCasp7 act, VLA-4 inh, PP5 inh, JMJD2C inh
Entry for CC(C)CN1C(=O)c2ccc(C(=O)Nc3ccccn3)cc2C1=O = -1, 5, -6, 0, -6, -2, -5, -0.1, -5
Entry for O=C(N=C1SC2CS(=O)(=O)CC2N1Cc1ccc(F)cc1)C1CC1 (configuration not stated) = -4, 1, 0, -10, 4, -5, -7, -2.9, 1
Entry for O=C(COc1ccc(S(=O)(=O)N2CCCCC2)cc1)NC1CCCCC1 = -4, 0, 1, -2, 3, 1, 6, -0.8, 2

The list continues:
SMILES	PP1 inh	GRK2 inh	HCV core dimer	Fh CTSL1 inh	proCasp3 act	proCasp7 act	VLA-4 inh	PP5 inh	JMJD2C inh
O=C(COC(=O)C12CC3CC(CC(O)(C3)C1)C2)Nc1ccc(Br)cc1F	7	1	.	.	3	-4	-15	-1.0	9
COc1ccc(C(=O)C2CCCN(C(=O)c3ccoc3C)C2)cc1F (configuration not stated)	-3	2	-3	-2	-1	-4	-9	4.4	5
Cc1ccc(C2c3[nH]c4ccccc4c3C[C@H]3C(=O)N(c4ccccc4C(=O)N4CCC[C@H]4C(=O)O)C(=O)N23)cc1 (some centres not stated)	2	2	4	0	6	6	37	5.7	1
Cc1ncsc1CCOC(=O)c1ccccc1	0	0	3	1	-3	2	14	0.7	-5
O=C(NCCCCNCCCNC(=O)c1ccccc1)c1ccccc1	.	0	.	.	-2	5	3	.	.
O=S(=O)(/C=C/c1ccccc1)N1CCN(c2nc(-c3ccccc3)nc3ccccc23)CC1	3	0	8	-1	4	10	10	0.6	8
O=C(Nc1ccccc1F)c1oc2ccccc2c1NC(=O)C1CC1	-1	0	-2	2	-2	-6	18	-1.5	11
Nn1cnc2c(c1=O)C1(CCCCC1)Cc1ccccc1-2	-3	2	-9	-2	-12	0	8	5.4	11
CCc1ccc(NC(=O)COn2nnc3ccc(S(=O)(=O)N(C)C)cc32)cc1	-2	0	0	3	4	6	32	2.4	1
O=S(=O)(Nc1nc2ccc(S(=O)(=O)N3CCCC3)cc2s1)c1ccc(F)cc1	2	11	17	2	-8	-1	1	3.6	-1
Cc1ccccc1NC1=NC(C)(C)N=C(N)N1	-4	2	-2	-5	-3	17	9	1.3	19
c1ccc(CSc2nnc(Cc3ccccc3)o2)cc1	5	0	2	11	4	-9	13	-0.2	2
Cc1cc(NC(=O)CCC(=O)N(c2ccc(F)cc2)C(C(=O)NC2CCCC2)c2ccccc2)no1 (configuration not stated)	7	4	8	-4	5	5	11	1.2	-7
N[C@@H](Cc1cc(I)c(Oc2ccc(O)c(I)c2)c(I)c1)C(=O)O	28*!	2&3	-24&17	3&-2	3&-5	-1&16	20&48	0.8&1.4	-11&31
Fc1ccc(/C=N/Nc2cc(N3CCOCC3)ncn2)cc1	-2	3	-7	1	-3	-3	6	2.5	9
FC(F)(F)c1nc2ccccc2nc1N/N=C/c1ccc(Cl)cc1	2	2	-6	3	-4	-13	-2	3.5	-3
C[C@H](CO)N1C[C@H](C)[C@@H](CN(C)C(=O)Nc2ccccc2)Oc2c(NS(=O)(=O)c3ccccc3)cccc2C1=O	.	0	.	.	1	-8	48	.	4
CCOc1ccccc1C1CC(=O)Nc2cc(OC)c(OC)c(OC)c21 (configuration not stated)	2	0	-10	-2	-5	1	7	3.6	-3
CCC(=O)Nc1nnc(S(=O)(=O)N2CCc3ccccc32)s1	-2	1	1	2	-4	10	-30	1.5	12
CC(C)N(CC(N)=O)c1ccc(S(=O)(=O)N2CCCC2)cn1	-2	0	.	.	-4	2	13	-0.2	3
COCCCn1c(Cc2csc(Nc3ccccc3)n2)nnc1SCC(N)=O	0	0	-1	-1	0	5	8	1.8	18
CC(C)[C@H](NC(=O)C1CCN(C(=O)[C@H](Cc2ccccc2)NC(=O)OC(C)(C)C)CC1)C(=O)O	-1	2	3	-9	6	-1	0	-1.0	-27
Clc1ccc(CNc2nc(CN3CCOCC3)nc3scc(-c4ccccc4)c23)cc1	12	1	-3	1	3	-4	25	3.7	7
Cc1ccc(S(=O)(=O)NC(C)(C)C)cc1C(=O)OCC(=O)N1CCCC1=O	-4	0	4	-2	-11	13	-1	1.8	3
Cc1ccc2nc(SCc3nnc(-c4ccccc4)o3)[nH]c2c1	-2	0	0	-3	4	-6	-2	-1.1	-8
CCc1nnc(NC(=O)c2ccc(Cl)c(S(=O)(=O)N3CCc4ccccc43)c2)s1	14	4	51*	4	0	2	14	-0.9	26
Cc1cc(SCC(=O)N/N=C/c2ccc(O)cc2O)c(C)cc1Br	5	0	-2	-1	-2	-16	1	6.6	-12
Cc1ccc2c(C)c(C(=O)N3CCN(Cc4ccc5c(c4)OCO5)CC3)oc2c1C	1	3	5	2	2	1	5	3.4	-8
Cc1cc(C)n(-c2ncccc2[N+](=O)[O-])n1	1	0	2	-2	4	9	25	1.7	-11
COc1ccc(OCC(=O)N/N=C/C=C/c2ccccc2)cc1	-6	3	7	0	-1	6	6	-0.5	-1
CC1Cc2nc(SCC(=O)NC3CCCCC3)n(C)c(=O)c2S1 (configuration not stated)	-3	0	3	-4	-2	-1	-8	0.2	-1
Cc1ccc(S(=O)(=O)N(C)c2ccc(OCC(=O)NCc3ccco3)cc2)cc1	2	0	-6	-3	2	-2	11	1.3	7
CCCCc1ccc(NC(=O)CN2NS(=O)(=O)c3ccccc3C2=O)cc1	1	0	1	0	15	-1	32	2.2	4
O=C(NCc1cccnc1)Nc1ccccc1C(F)(F)F	0	0	0	-1	11	6	-8	1.9	-26
CCOC(=O)C(=O)NNc1ccc(F)cc1	-7	0	0	-3	3	1	20	-0.4	-3
CCCCN(C(=O)CSc1nnc(-c2ccccc2)o1)c1c(N)n(CCC)c(=O)[nH]c1=O	-1	2	.	.	0	12	18	-0.8	11
CC(=O)c1cccc(NC(=O)CSc2nc(C3CC3)nc3ccccc23)c1	0	2	-6	2	0	-2	4	0.5	-7
Clc1ccc(COc2ccccc2-c2ccnc3ncnn23)cc1	4	1	-1	-6	0	-1	19	-1.4	13
O=C(CSc1nnc(-c2ccco2)o1)Nc1ccccc1Cl	-4	0	-2	-4	1	3	3	0.5	2
COc1ccc(CCNC(=O)CSc2nnc(-c3ccc(F)cc3)o2)cc1OC	-2	0	-4	5	1	11	3	-2.1	-4
CCCCCCCCCCCCN1[C@@H](CC(C)=O)c2cc(F)cc(F)c2S1(=O)=O	1	2	-6	5	4	0	4	0.1	4
CCn1nnc(NC(=O)C(C)(c2ccccc2)c2ccccc2)n1	-1	0	-3	-4	3	-3	34	0.3	-8
Cc1ccc(CCn2c3c(c4ccccc42)CN(C)CC3)cn1	-4	0	-7	2	3	0	-17	1.7	-7
Cc1ccc2nc(Cl)c(/C=N/NC(=O)CN3CCOCC3)cc2c1	-2	1	-1	1	3	9	-72	-2.4	-3
CCN(CC)C(=O)CSc1nc(O)c(Cc2ccccc2)c(=O)n1-c1ccc(C)cc1	-3	0	-3	1	-5	0	-11	1.7	10
CC(CCc1ccccc1)NC(=O)Cc1ccccc1 (configuration not stated)	-2	0	0	1	-8	10	32	1.4	7
NNC(=O)c1ccc2nc(-c3ccc(Br)cc3)cn2c1	-7	2	1	-5	2	12	7	4.6	2
O=S1(=O)N=C(N2CCN(c3ccc(F)cc3)CC2)c2ccccc21	-3	0	1	5	0	6	-3	0.7	-10
COc1cc(NC(=O)c2ccc(CNc3c(N4CCOCC4)c(=O)c3=O)cc2)cc(OC)c1	-3	0	1	-7	0	11	31	0.0	14
O=C1CC(NS(=O)(=O)c2cccs2)CN1c1ccc(F)cc1 (configuration not stated)	-6	2	1	-4	4	3	3	2.3	3
Cc1ccc(S(=O)(=O)N2CCC3(CC2)OCCN3S(=O)(=O)c2cccs2)cc1	-2	3	5	-6	0	-4	-2	2.2	7
Cc1cc(NC(=O)CSCCO)no1	-2	0	-2	1	6	2	-52	0.3	10
Cc1ccc(N2C(=O)[C@@H]3[C@H](C2=O)[C@H]2C=CC=NN2[C@@H]3C(=O)Nc2ccc(Cl)cc2)cc1	11	3	21	3	-8	-5	-56	4.0	-17
COc1ccc(C(=O)N=C2CCC(C#N)=C3c4cc(OC)c(OC)cc4CCN23)cc1	-5	0	3	1	-2	2	23	2.8	-4
C/C(CC(=O)NCc1ccccc1Cl)=N/NC(=O)c1ccccn1	-7	1	-3	1	-2	4	-8	-3.4	25
COc1cccc2c1C(=O)c1ccc3ccccc3c1C2=O	0	5	11	1	-8	-8	19	-1.2	-9
Cc1ccc(C(=O)Nc2ccc(Br)cc2)cc1S(=O)(=O)Nc1ccccn1	-3	0	6	5	4	10	-19	1.6	-5
CCOC(=O)C1(CCc2ccccc2)CCN(Cc2ccc(O)cc2)CC1	-1	0	-2	0	4	7	8	1.0	-7
CNC(=O)N(C1=NCCCCC1)c1ccc(Br)cc1	-3	8	1	2	0	-3	15	0.2	-15
CC1(OC(=O)CCc2ccccc2)C(=O)C=C2C=C(c3ccc(C#N)cc3)N(CCc3c[nH]c4ccccc34)C=C2C1=O (configuration not stated)	5	0	29	1	0	3	28	1.2	10
COC(=O)C1CCN(C(=O)c2ccc(Cl)c(S(=O)(=O)NCc3cccnc3)c2)CC1	-2	0	0	2	0	2	1	0.1	-1
